Screening data (PubChem BioAssay)
Imprint erasure: genomic imprint erasure induction | mouse ES Peg3-LacZ reporter, beta-gal luminescence, 40 h | Potency, µM (highest dose often 60.7 µM), for the others: at the highest dose activity change, positive = activation, usual class: activators | 0.02% of 110,000 active;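 note: 0% = negative control wells on the plate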
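Readout: BetaGlo luminescence (5 min, room temp) for LacZ from the normally silent maternal Peg3 allele in female Peg3LacZ-Neo ES cells. Cells 300/well, 40 h, 37C, 5% CO2. Data normalized per plate to negative controls.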
IkB signaling: suppresses IkB signaling in ABC-DLBCL reporter cells; ABC-DLBCL IkBa-CBG/CBR dual luciferase ratio, 4 h; response scale: scaled: untreated 0%, proteasome inhibitor 100%; Potency, µM (top dose mostly 57.1 µM), without a hit: at the top dose IkBa stabilization activation; 0.04% of 110,000 active; AID 445; active = well fitted curve in the direction sought with a large enough effect in the signal ratio, not every such curve was filed as active; inconclusive = small, poorly fitted or top-dose-only effect, or a change in a side signal; the % refers to the signal ratio;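 note: the direction sought is a rising ratio; 0% = basal untreated cells and 100% = reference inhibitor full response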
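Curves were fitted separately to fusion (green), unfused (red) and ratio luminescence, then classed by r2, magnitude and activity. Cells: OCI-Ly3, 4 h compound plus doxycycline at 37C; 10 uM MG-132 defined full response.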
p53ts 32C tox: kills p53ts cells at the permissive temperature | Potency, µM (top dose mostly 46.1 µM), for the others: at the top dose activity change, negative = cytotoxicity, most hits filed as cytotoxic | H1299-p53A138V at 32C, ATP luminescence viability, 24 h | AID 924 | 0.93% of 130,000 active;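 note: 0% = DMSO and -100% = full killing by reference compound; nearly all actives have a fitted effect of over 55% in size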
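Cells: H1299 p53ts (A138V), 600/well, pre-incubated 16–30 h at 37C. Cpd up to 46 uM, 24 h, 32C. Readout: ATPlite luminescence, 20 min RT. Normalization: DMSO vs tamoxifen 100 uM. AC50 by Hill equation.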
p53ts 39C kill: cytotoxicity in p53ts cells at nonpermissive temperature; H1299-p53A138V viability at 39C, ATP luminescence, 24 h; Potency, µM (titrated, usually from 46.1 µM), for the others: top-dose activity change, negative = cell killing, hits mostly cytotoxic; 1.5% of 130,000 active; AID 902; note: nearly all actives have a fitted effect of over 55% in size
Numbers without * were called inactive; u = inconclusive; x = no result given; [ ] = remark or other dose. Unless noted, calls come from the whole dose curve; as a rule, active = well fitted curve in the direction sought with a large enough effect; inconclusive = small, poorly fitted or top-dose-only effect, or another doubt; inactive = no such curve, though single readings can be large; an effect the other way counts as inactive or inconclusive. Unless noted, % is set by controls: 0 for no effect and ±100 for the full control effect; potency is the fitted concentration of half-maximal effect.

item	SMILES	Imprint erasure	IkB signaling
1	COC(=O)C(C)Sc1nnc(SC(C)C(=O)OC)s1 (configuration not stated)	-46%[inhibitor]	1.5%
2	CC(=O)c1ccc(OC(C)C)c(CSc2nc(O)cc(=O)[nH]2)c1	-2%	1.9%
3	CCOc1ccc(NC(=O)CCS(=O)(=O)c2cc3c4c(c2)CCN4C(=O)CC3)cc1	-4%[10.9 µM]	1.7%
4	O=C(O)c1cc(S(=O)(=O)O)ccc1O	8%	-1.7%
5	Cc1ccccc1-c1ccc(Nc2ccc(N3CCOCC3)cc2)nn1	-17%	2.0%
6	CCOC(=O)c1cc2sccc2n1CC(=O)N1c2ccccc2CC1C (configuration not stated)	5%	2.8%
7	O=C(OCc1nnc(-c2ccc(Cl)cc2)o1)c1ccncc1	-9%	0.8%
8	COc1cccc(NC(=O)CSc2nc(O)c(C/C=C/c3ccccc3)c(=O)[nH]2)c1	-16%[10.9 µM]	u
9	CN(CCc1ccc(Cl)c(Cl)c1)CCN1CCCCCC1	-22%	-0.3%
10	N#CC1=C(N)OC(c2ccccc2)=C(C#N)C1c1ccc2c(c1)OCO2 (configuration not stated)	2%	u
11	CCn1cc2nc(SCC(=O)Nc3ccc(OC)c(Cl)c3)n(Cc3ccc(OC)cc3)c(=O)c2n1	-16%[10.9 µM]	u
12	C[C@@]12C(=O)OC(=O)[C@@]1(C)[C@@H]1CC[C@@H]2O1	-9%	u
13	Cn1c(=O)oc2cc(S(=O)(=O)NC3CCN(Cc4ccccc4)CC3)ccc21	-14%	-0.2%
14	COCCNC(=O)C1CCN(Cc2cc3ccccc3n2Cc2ccc(C)cc2)CC1	-16%[10.9 µM]	-0.1%
15	CCC(C)(C(=O)NC1CCCC1)N(Cc1cccs1)C(C)=O (configuration not stated)	6%	-0.6%

item	p53ts 32C tox	p53ts 39C kill
1	0%	11%
2	-4%	8%
3	1%	6%
4	4%	1%
5	-11%	-6%
6	-26%	-3%
7	-2%	2%
8	-13%	4%
9	u	16µM*
10	6%	12%
11	11%	-7%
12	14%	18%
13	-4%	39%[activator]
14	-9%	-19%
15	-6%	-8%

Whole records from above:
Results for C[C@@]12C(=O)OC(=O)[C@@]1(C)[C@@H]1CC[C@@H]2O1 → Imprint erasure = -9%; IkB signaling = u; p53ts 32C tox = 14%; p53ts 39C kill = 18%
Results for CCn1cc2nc(SCC(=O)Nc3ccc(OC)c(Cl)c3)n(Cc3ccc(OC)cc3)c(=O)c2n1 → Imprint erasure = -16%[10.9 µM]; IkB signaling = u; p53ts 32C tox = 11%; p53ts 39C kill = -7%

Screen by screen, from the results shown.
Compounds 4 to 8 in IkB signaling, in turn: -1.7%, 2.0%, 2.8%, 0.8%, u

Further entries follow.
item	SMILES	Imprint erasure	IkB signaling
16	CCOc1cc(S(=O)(=O)n2nc(C)cc2C)ccc1F	-12%	-1.7%
17	CCOC(=O)c1c(NC(=O)c2ccccc2Cl)sc2c1CCCC2	-14%[10.9 µM]	u
18	CN1CCN(S(=O)(=O)c2ccc3[nH]cc(C(=O)O)c(=O)c3c2)CC1	-2%	1.5%
19	Cc1cccc(C(=O)N2CCc3cc(CNC(=O)c4ccco4)ccc32)c1	5%[10.9 µM]	u
20	Cc1nc2nc(SCC(=O)NCCc3ccc(Cl)cc3)nn2c(C)c1Cc1ccccc1	0%[10.9 µM]	1.2%
21	C#CCOc1c(Br)cc(C2C(C(=O)OC)=C(C)NC3=C2C(=O)c2ccccc23)cc1OCC (configuration not stated)	-12%[10.9 µM]	u
22	C=CCC1C=CC(Oc2ccc(OC)cc2)C(CO)O1 (configuration not stated)	x	x
23	COc1ccc(N(C)S(=O)(=O)c2cccc3cccnc23)c(OC)c1	-24%	u
24	COc1ccc(N=CC2=C(O)CC(C)(C)CC2=O)cc1	-4%	-2.6%
25	Cc1ccnc(SCCn2c(N3CCN(C)CC3)nc3c2c(=O)[nH]c(=O)n3C)n1	15%	-0.3%
26	CCOC(=O)c1nnn(-c2nonc2N)c1-c1ccc(OC)cc1	14%	-0.3%
27	Cn1c(Cc2cccs2)nnc1SC/C=C/c1ccccc1	-11%	1.8%
28	CC1Cc2cc(S(=O)(=O)CCC(=O)Nc3ccc(F)cc3)ccc2N1C(=O)C1CC1 (configuration not stated)	-6%[10.9 µM]	u
29	Cc1ccc(N2CC(C(=O)Nc3cccc(F)c3)CC2=O)cc1 (configuration not stated)	-10%	0.1%
30	COc1ccc(S(=O)(=O)NCCc2sc(-c3ccccc3)nc2C)cc1F	3%[10.9 µM]	-1.4%

item	p53ts 32C tox	p53ts 39C kill
16	2%	4%
17	9%	-12%
18	-1%	20%
19	7%	-14%
20	4%	-3%
21	1%	7%
22	-6%[9.22 µM]	-3%[9.22 µM]
23	14%	-15%
24	-4%	-2%
25	-11%	13%
26	25%	18%
27	-7%	9%
28	3%	-7%
29	5%	-1%
30	-3%	-4%

The list goes on:
item	SMILES	Imprint erasure	IkB signaling
31	CC(=O)Nc1cc(C(=O)O)ccc1S(=O)(=O)c1ccc(Cl)cc1	12%	0.4%
32	CC(=O)c1cccc(S(=O)(=O)NCCc2csc3nc(-c4ccc(F)cc4)nn23)c1	-8%[10.9 µM]	u
33	COc1cccc(NC(=O)Cc2nnc(SCC(=O)c3ccccc3)n2C)c1	-47%[inhibitor]	14%
34	COc1ccc(NC(=O)C2CCN(S(=O)(=O)c3ccc4c(c3)CCCC(=O)N4)CC2)c(OC)c1	16%[10.9 µM]	u
35	Cc1c(C(=O)COC(C)(C)C)[nH]c2ccccc12	-12%	4.1%
36	COc1ccccc1OCC(=O)Nc1cc(-c2ccc(C)cc2)no1	-5%[10.9 µM]	-0.9%
37	COc1ccccc1CNC(=O)CCNC(=O)Cn1ccc2ccccc2c1=O	-11%	0.1%
38	O=C(Nc1cccc(F)c1)N1CCCC2(CCN(C(=O)c3cccc(F)c3)CC2)C1	x	1.1%[11.4 µM]
39	Clc1ccc(CSc2ncn[nH]2)cc1	-16%	1.8%
40	O=C(O)CSc1ccn(Cc2ccccc2)c1	-2%[10.9 µM]	-0.3%[11.4 µM]
41	CC1CCN(S(=O)(=O)Cc2ccccc2Cl)CC1	-17%	0.6%
42	CCOC(=O)c1c(C)sc(-c2c(-c3ccccc3)[nH]c3[nH]c(=O)[nH]c(=O)c23)c1O	16%[10.9 µM]	-0.5%
43	CCCCN(C)C(=O)C1CCC(=O)N(c2cc(OC)c(OC)c(OC)c2)C1c1ccc(OC)cc1 (configuration not stated)	u	0.9%
44	CCOC(=O)N1CCN(S(=O)(=O)c2ccc(F)cc2)CC1	-5%	-2.5%
45	COc1ccc(OC)c(S(=O)(=O)N2CCC(c3ccncc3)CC2)c1	-15%[10.9 µM]	0.0%

item	p53ts 32C tox	p53ts 39C kill
31	-2%	6%
32	-5%	11%
33	3%	-1%
34	-1%	0%
35	-2%	-1%
36	u	-11%
37	-2%	-18%
38	-7%	-2%
39	1%	2%
40	-1%[9.22 µM]	-5%[9.22 µM]
41	-10%	14%
42	15%	10%
43	2%	-7%
44	-6%	6%
45	4%	-26%

Additional records.
item	SMILES	Imprint erasure	IkB signaling
46	CCOc1ccc(CCNC(=O)CCc2cn(Cc3ccc(F)cc3)c3ccccc23)cc1	-13%[10.9 µM]	-2.0%
47	COc1cccc(OCC(=O)Nc2ccccc2NC(C)=O)c1	-11%	0.0%
48	COC(=O)CSc1ncc(C#N)c(N)n1	x	-3.7%
49	COc1ccc(CCNC(=O)Cn2c(=O)cc(C(F)(F)F)c3c(C)nn(C)c32)cc1OC	-5%[10.9 µM]	-1.1%
50	COc1cc(C(CC(=O)Nc2cc(C)ccn2)N2Cc3ccccc3C2=O)cc(OC)c1OC (configuration not stated)	8%[10.9 µM]	-2.0%
51	CC(=O)c1cc2c(cc1N/C(=N/S(=O)(=O)c1ccc(F)cc1)c1ccccc1)OCO2	-8%[10.9 µM]	-0.3%
52	O=C(O)c1cc(C(=O)O)c(-c2ccccc2)c(C(=O)O)c1	14%	0.2%
53	CC(=O)Nc1ccc(NC(=O)CCC(=O)c2ccc(C)cc2)cc1	10%[10.9 µM]	0.8%
54	CCc1nc(N2CCC(C)CC2)c2oc3ccccc3c2n1	-10%	5.2%
55	CC(CP(=O)(O)O)NC(=O)Cc1ccccc1 (configuration not stated)	-8%	-0.1%
56	CCC(c1nnnn1C(C)C)N1CCN(C2CCCC2)CC1 (configuration not stated)	-10%	1.5%
57	CC(C)c1cc(-c2nc(-c3ccc(Cl)cc3)no2)n[nH]1	-6%[10.9 µM]	u
58	COc1ccc(C(=O)N2CCCc3ccccc32)cc1	-10%	-1.2%
59	CCOc1ccc(NC(=O)c2ccc(NC(=O)N3CCSc4ncccc43)cc2)cc1	-9%[10.9 µM]	-0.5%
60	COc1ccc(F)cc1S(=O)(=O)n1cc(C)nc1-c1ccccc1	-25%	-0.1%

item	p53ts 32C tox	p53ts 39C kill
46	0%	-22%
47	-2%	12%
48	20%	-6%
49	12%	-12%
50	-2%	16%
51	-1%	11%
52	-5%	7%
53	0%	16%
54	-9%	-14%
55	7%	2%
56	2%	-1%
57	-15%	u
58	3%	5%
59	u	u
60	-1%	14%

Later entries:
item	SMILES	Imprint erasure	IkB signaling
61	Cc1ccc(OCCCN(C)C)c(Br)c1	x	x
62	COC(=O)c1c(NC(=O)COc2ccc(OC)cc2)sc2c1CCC(C)C2 (configuration not stated)	-10%[10.9 µM]	-7.2%
63	NC(=O)CSc1nnc(-c2ccoc2)o1	1%	1.4%
64	O=[N+]([O-])c1cc(Cc2cc([N+](=O)[O-])c3cccnc3c2O)c(O)c2ncccc12	-1%[10.9 µM]	5µM*
65	COc1ccc(S(=O)(=O)NCCc2nnc3ccc(SCC(=O)Nc4ccccc4C)nn23)cc1	-9%[10.9 µM]	-0.4%
66	Cc1ccc(Cn2c3ccccc3c3cn[nH]c(=O)c32)cc1	-10%	-2.5%
67	O=C(COc1ccc2oc3c(c2c1)CCCC3)Nc1cccc(Br)c1	-10%[10.9 µM]	u
68	COc1cc(CN(C(=O)c2oc3ccccc3c2C)C2CCS(=O)(=O)C2)cc(OC)c1OC (configuration not stated)	4%[10.9 µM]	1.0%
69	Cc1ccccc1-c1nc2c3c(-c4ccccc4)c(-c4ccccc4)oc3ncn2n1	-5%[10.9 µM]	3.6%
70	COc1ccccc1N1CCN(CC(O)COc2ccc(Cl)c(C)c2)CC1 (configuration not stated)	-17%[10.9 µM]	u
71	CC(C)(C)c1csc(NC(=O)c2ccc(Cl)s2)n1	-19%	u
72	Cc1ccc(-n2ncc(C(=O)NCCCN3CCCCC3)c2C2CCN(C(=O)OC(C)(C)C)CC2)c(C)c1	18%[10.9 µM]	u
73	CCOC(=O)c1c(NC(=O)c2noc3c2CC(C(C)(C)C)CC3)sc2c1CCCC2 (configuration not stated)	-5%[10.9 µM]	2.4%
74	COCC(=O)N1CCC2(CC1)CN(c1ccccc1)C2	x	-1.4%[11.4 µM]
75	Cc1cc(Cl)ccc1OC(C)C(=O)Nc1ccccc1N1CCOCC1 (configuration not stated)	-6%	u
76	CCc1ccc(CCC(=O)O)nc1	-19%[10.9 µM]	-1.7%[11.4 µM]
77	CCCN(CCC)C(=O)Cn1c(=O)n(-c2cccc(OC)c2)c(=O)c2c3c(sc21)CCCC3	5%[10.9 µM]	u
78	Cn1c(CCCNC(=O)c2cccs2)nc2ccccc21	-11%	0.6%

item	p53ts 32C tox	p53ts 39C kill
61	-7%	-19%
62	1%	-6%
63	5%	13%
64	-10%[9.22 µM]	-11%[9.22 µM]
65	8%	3%
66	-3%	9%
67	-2%	-5%
68	-2%	12%
69	-1%	7%
70	-15%	-26%
71	18%	-9%
72	-1%	-11%
73	7%	16%
74	12%	6%
75	-5%	-11%
76	3%[9.22 µM]	1%[9.22 µM]
77	15%	15%
78	7%	11%

An excerpt from above with just Imprint erasure, IkB signaling and p53ts 39C kill.
entry | structure | Imprint erasure | IkB signaling | p53ts 39C kill
70 | COc1ccccc1N1CCN(CC(O)COc2ccc(Cl)c(C)c2)CC1 (configuration not stated) | -17%[10.9 µM] | u | -26%
71 | CC(C)(C)c1csc(NC(=O)c2ccc(Cl)s2)n1 | -19% | u | -9%
